Tb PGK inh – T. brucei PGK inhibition. P07378. PGK/GAPDH coupled, Kinase-Glo luminescence, 60 min. Potency, µM (top dose mostly 57.5 µM), for the others: top-dose activity change, negative = inhibition, usual class: inhibitors. 380,000 compounds, 0.043% hits. AID 602233; also: potency is read from the fitted curve at half-maximal effect; % is scaled to controls: 0 for no effect and ±100 for the full control effect; nearly all actives have a fitted effect of over 60% in size
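Recombinant glycosomal PGK reaction used 1,3-bisphosphoglycerate generated in-well by GAPDH (100nM final) in 100mM TEA pH 7.6, 5mM MgCl2, 0.01% Tween-20. After 60 minutes at room temperature, ATP was read by Kinase-Glo Plus luminescence end-point.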
HP1b binding inh – blocks HP1-beta chromodomain binding to methylated histone tails. P83916. AlphaScreen HP1-beta / biotin-H3K9me3 peptide binding. Potency, µM (doses to about 114 µM), without a hit: top-dose activity change, negative = inhibition, usual class: inhibitors. 390,000 compounds, 0.56% hits; also: potency is read from the fitted curve at half-maximal effect; nearly all actives have a fitted effect of over 70% in size; inactives centre near 23
Target sequence (P83916 whole entry, looked up): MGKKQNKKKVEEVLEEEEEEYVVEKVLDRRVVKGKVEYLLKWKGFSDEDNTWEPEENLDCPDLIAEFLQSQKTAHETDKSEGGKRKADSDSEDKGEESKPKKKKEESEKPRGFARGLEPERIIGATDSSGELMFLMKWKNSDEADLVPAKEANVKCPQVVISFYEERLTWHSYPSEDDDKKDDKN
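AlphaScreen: HP1-beta (50 nM) preformed 30 min with biotin-H3(1-18)K9me3 peptide (50 nM) in PBS pH 7.4, 0.01% Tween-20. Compound added for 30 min at RT, then streptavidin donor/nickel chelate acceptor beads (10 ug/mL) for 30 min.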
G9a inh – inhibitors of human histone lysine methyltransferase G9a; 350,000 compounds, 8.8% hits; Potency, µM (highest dose often 102 µM), for inactives: top-dose activity, negative = inhibition, actives largely listed as inhibitors; AID 504332; G9a H3K9 monomethylation, AlphaScreen, 2 h; Q96KQ7; also: potency is read from the fitted curve at half-maximal effect; % is scaled to controls: 0 for no effect and ±100 for the full control effect; nearly all actives have a fitted effect of over 75% in size
Target sequence (Q96KQ7 913-1193 limits assumed): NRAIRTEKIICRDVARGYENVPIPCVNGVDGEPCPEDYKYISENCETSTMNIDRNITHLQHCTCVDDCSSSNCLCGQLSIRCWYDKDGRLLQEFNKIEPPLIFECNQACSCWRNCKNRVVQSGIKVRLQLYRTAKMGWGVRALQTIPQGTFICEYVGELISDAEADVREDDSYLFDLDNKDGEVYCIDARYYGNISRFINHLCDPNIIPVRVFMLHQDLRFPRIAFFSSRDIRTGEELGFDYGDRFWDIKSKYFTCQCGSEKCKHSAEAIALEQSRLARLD
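Enzyme 20 nM + cpd, 15 min RT; add b-H3K9 pep 500 nM / SAM 20 uM; 2 h RT; anti-H3K9me1 Ab 0.5 ug/mL + SA donor / anti-rabbit acceptor beads 20 ug/mL each, 10 min; AlphaScreen read.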
BAZ2B inh – BAZ2B (human) inhibition | Potency, µM (top dose mostly 114 µM), for the others: at the top dose activity change, negative = inhibition, hits mostly inhibitors | 360,000 compounds, 4.4% hits | AlphaScreen BAZ2B-H3K14Ac peptide displacement; also: potency is read from the fitted curve at half-maximal effect; % is scaled to controls: 0 for no effect and ±100 for the full control effect; nearly all actives have a fitted effect of over 60% in size
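BAZ2B 50 nM plus b-H3(5-23)K14Ac 50 nM, PBS pH 7.4/0.01% Tween-20, 30 min RT; compound added (max 110 uM), 30 min RT; streptavidin donor/Ni-chelate acceptor beads 10 ug/mL final, 20 min dark; AlphaScreen read.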
JMJD2A Tudor inh – JMJD2A Tudor domain (human) inhibition; Potency, µM (top dose mostly 114 µM), inactives show at the top dose activity change, negative = inhibition, usual class: inhibitors; AlphaScreen JMJD2A-Tudor / H3K4me3 peptide binding; O75164; AID 504339; 390,000 compounds, 4.4% hits; also: potency is read from the fitted curve at half-maximal effect; % is scaled to controls: 0 for no effect and ±100 for the full control effect; nearly all actives have a fitted effect of over 50% in size
GLS inhibitor – glutaminase GLS (human) inhibition; O94925; GLS enzymatic activity, qHTS titration; Potency, µM (series often up to 45.5 µM), without a hit: at the highest dose activity change, negative = inhibition, usual class: inhibitors; 410,000 compounds, 0.21% hits; also: potency is read from the fitted curve at half-maximal effect; % is scaled to controls: 0 for no effect and ±100 for the full control effect
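Human kidney-isoform GLS in 45 mM KH2PO4 pH 8.2, 0.02% Tween-20, with compound, started with 1mM L-Glutamine (added stock). Glutamate oxidase/HRP/Amplex red coupled fluorescence read at start and after 30 min at RT.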
POLH inh – blocks human DNA polymerase eta activity. Q9Y253. recombinant Pol eta, fluorescent DNA replication assay. Potency, µM (doses to about 114 µM), inactives show at the highest dose activity change, negative = inhibition, actives largely listed as inhibitors. 390,000 compounds, 1.2% hits; also: potency is read from the fitted curve at half-maximal effect; % is scaled to controls: 0 for no effect and ±100 for the full control effect
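Pol eta at 10 nM preincubated with compounds 15 min at room temperature; reaction started with fluorescent substrate (50 nM final) and read kinetically at 0 and 10 min.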
PI4K2A block – blocks human PI4K2A kinase activity; Q9BTU6; purified PI4K2A, ADP-Glo luminescence, 1 h; stronger effect = lower value; activity change, negative = inhibition, % at 76.9 µM; 420,000 compounds, 0.13% hits; AID 1346378; in the data active = activity change below about -50%; inconclusive = mostly about -30% to -49%;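 also: -100% = wells without enzyme as full effect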
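In this quantitative HTS, ADP production by PI4K2A was quantified luminescently after 1 h at ambient temperature; 100 microM adenosine served as plate-quality control.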
Pin1 inhibitor – inhibitors of human Pin1. 390,000 compounds, 0.009% hits. Pin1 FP peptide displacement, HiFluor488, 10 min. AID 504891. Q13526. Potency, µM (series often up to 115 µM), for inactives: at the top dose activity, negative = inhibition, actives largely listed as inhibitors; active = well fitted inhibition curve with a large enough effect in the polarisation, with a control signal flat, not every such curve was filed as active; inconclusive = small, poorly fitted or top-dose-only effect, or effect the other way, or a change in a side signal; inactive = no such curve, though single readings can be large or run the other way; the % refers to the polarisation; also: potency is read from the fitted curve at half-maximal effect; % is scaled to controls: 0 for no effect and ±100 for the full control effect
Target sequence (Q13526 whole entry, looked up): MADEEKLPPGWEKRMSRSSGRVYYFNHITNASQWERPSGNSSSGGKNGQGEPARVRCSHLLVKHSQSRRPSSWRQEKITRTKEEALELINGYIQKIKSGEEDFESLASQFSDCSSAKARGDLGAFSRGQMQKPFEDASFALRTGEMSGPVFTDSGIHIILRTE
Numbers without * were called inactive; i = inactive; u = inconclusive; x = not tested or not shown; [ ] = remark or other dose. Unless noted, calls follow the shape of the dose curve; as a rule, active = well fitted curve in the direction sought with a large enough effect; inconclusive = small, poorly fitted or top-dose-only effect, or another doubt; inactive = no such curve, though single readings can be large; an effect the other way counts as inactive or inconclusive. Only part of the results is shown; count on the stated rates, not on these rows.

SMILES	Tb PGK inh	HP1b binding inh	G9a inh	BAZ2B inh	JMJD2A Tudor inh	GLS inhibitor	POLH inh	PI4K2A block	Pin1 inhibitor
COCC(=O)N(Cc1cc2ccccc2[nH]c1=O)c1ccc(OC)cc1	-9%	14%	10%	8%	-8%	7%	-13%	0	5%
O=C(Cn1c(NCCO)nc2ccccc21)c1ccc(Cl)cc1	10%	69%[activator]	-6%[59 µM]	-5%	-12%[11.4 µM]	-1%	-12%	-6	0%
COc1ccccc1C(=O)Nc1cccc(C(=O)c2ccccc2)c1	10%	25%	x	5%	13%	3%	-1%	-1	u
Cc1ccc(S(=O)(=O)N2CCC[C@H]2C(=O)OCCN2C(=O)c3ccccc3C2=O)cc1	-6%	31%	-35%	3%	-5%	-2%	-7%	0	0%
O=C(O)COc1ccccc1Cc1ccccc1	-5%	22%	7%[59 µM]	1%	-1%	10%	1%	-19	-17%
Cc1ccc(S(=O)(=O)N2CCCC2C(=O)Oc2ccccc2)cc1 (stereo not drawn)	0%	44%[activator]	-32%[12.7 µM]	-3%	16%	6%	-16%	-2	u
CCCCN(C(=O)c1ccc2c(c1)OCO2)c1c(N)n(CC(C)C)c(=O)[nH]c1=O	-7%	35%	-1%[12.7 µM]	-2%	4%	-3%	-16%	1	-1%
Cc1ccccc1N1CCN(C2CCCN(C(=O)c3ccccn3)C2)CC1 (stereo not drawn)	-12%	-9%	x	-16%	-10%	21%	-15%	-8	0%
O=C(Nc1ccc(-c2csc(Nc3ccccc3)n2)cc1)c1cc([N+](=O)[O-])cc(C(F)(F)F)c1	i	-14%	7%[12.7 µM]	-27%	u	5%	u	-2	-15%
COc1ccc(C(=O)CSc2n[nH]c(-c3ccco3)n2)cc1	-4%	14%	u	-3%	-12%	-7%	1%	2	7%
Cc1c(CNC(C)CCc2ccccc2)c(C(=O)O)c(C)n1Cc1ccc(F)cc1Cl (stereo not drawn)	14%	26%	-1%[59 µM]	-23%	-22%	0%	-10%	4	-7%
O=C(c1cc([N+](=O)[O-])ccc1N1CCOCC1)N1CCCC1	-9%	12%	7%[59 µM]	6%	-1%	4%	-16%	-3	-9%
CCOC(=O)c1c(-c2ccccc2)[nH]c2ccc(O)cc12	u	5%	u	-37%	-5%	14%	-16%	-12	-3%
CC1CCN(C(=O)CCc2nnc3ccc(N4CCC5(CC4)OCCO5)nn23)CC1	-2%	43%[activator]	6%	-3%[57.1 µM]	-21%	-3%	-7%	-2	-14%
O=C(Nc1nc2cc3c(cc2s1)OCCO3)C1CCCCC1	i	18%	u	-30%	-28%	3%	-6%	3	-1%
O=C1C(=O)N(CCN2CCOCC2)C(c2ccccc2F)/C1=C(\O)c1ccc(S(=O)(=O)N2CCOCC2)cc1 (stereo not drawn)	-3%	10%	50µM*	-23%	-15%	-4%	2%	7	5%
COc1ccc(OC)c(NC(=O)C2CCN(C(=O)c3cccs3)CC2)c1	i	19%[57 µM]	-9%	-13%	-6%	1%	-10%	-1	-2%
COCCNC(=O)C(=O)NCC(c1cccnc1)N1CCN(c2ccccc2)CC1 (stereo not drawn)	7%	33%	-1%[59 µM]	2%	-1%	17%	2%	-2	-5%
CCc1cccc(C)c1NC(=O)Nc1ccc2c(c1)OCO2	-2%	-11%	1%	-17%	-17%	22%	-10%	-4	-4%
Cc1cc(C)c(C)c(OCC(=O)NCc2nc(-c3ccccc3)no2)c1	-2%	40%	-7%[59 µM]	4%	0%	-5%	-22%	-1	12%
COc1cccc(CN2CC(C(=O)N3CCN(c4ccc(Cl)cc4)CC3)CCC2=O)c1 (stereo not drawn)	-6%	11%	46%	-18%	-20%	u	-9%	0	-2%
CCSc1nnc(NC(=O)CCNS(=O)(=O)c2cc(Br)cnc2N)s1	0%	36%	-51%[59 µM]	-2%	-12%	-1%	-7%	8	-14%
CCCCNC(=O)c1cc2c(-c3ccc(Cl)cc3)nn(C)c2s1	-4%	56%[activator]	19%	-5%	-3%	-8%	-16%	8	-1%
Cn1[nH]c(C(F)(F)F)c(C=Nc2ccc(Cl)cc2)c1=O	i	13%	u	u	-17%	14%	2%	-1	-1%

An excerpt from above in order of molar mass, highest first.
SMILES	Tb PGK inh	HP1b binding inh	G9a inh	BAZ2B inh	JMJD2A Tudor inh	GLS inhibitor	POLH inh	PI4K2A block	Pin1 inhibitor
Cc1ccccc1N1CCN(C2CCCN(C(=O)c3ccccn3)C2)CC1 (stereo not drawn)	-12%	-9%	x	-16%	-10%	21%	-15%	-8	0%
COc1ccccc1C(=O)Nc1cccc(C(=O)c2ccccc2)c1	10%	25%	x	5%	13%	3%	-1%	-1	u
CCOC(=O)c1c(-c2ccccc2)[nH]c2ccc(O)cc12	u	5%	u	-37%	-5%	14%	-16%	-12	-3%

New compounds follow:
SMILES	Tb PGK inh	HP1b binding inh	G9a inh	BAZ2B inh	JMJD2A Tudor inh	GLS inhibitor	POLH inh	PI4K2A block	Pin1 inhibitor
CC1CCCN(C(=O)COC(=O)c2cc(Br)ccc2O)C1 (stereo not drawn)	-2%	53%[activator]	x	x	5%	2%	-14%	2	0%
CCNC(=O)Nc1cc(S(=O)(=O)N2CCOCC2)ccc1N1CCCCC1	i	x	x	x	x	15%	-3%	-2	x
CCCCCN(C(=O)CCC(=O)OCc1ccc(Cl)cc1Cl)c1c(N)n(CCCC)c(=O)[nH]c1=O	-1%	46%[activator]	-34%	-1%	-4%	-4%	-10%	2	6%
COc1ccc(Nc2cc(C(=O)NCCCOC(C)C)c3ccccc3n2)c(OC)c1	i	33%	12%	u	-23%	-6%	-25%	3	1%
CC(C)(C)N(NS(=O)(=O)c1ccc(F)cc1)c1ccccc1	-1%	27%	8.9µM*	7%	u	-20%	-21%	10	11%
O=C(CC12CC3CC(CC(Br)(C3)C1)C2)NCc1ccccc1	i	38%	1%[2.33 µM]	-7%	3%	1%	-18%	-1	1%
O=C(O)CSC(=S)N1CCCC1	-8%	52%[activator]	1%	-11%	-13%[11.4 µM]	-1%	-8%	7	-2%
COC(=O)c1sc(NC(=O)c2csc3c2CCCC3)nc1C	1%	28%	u	4%	-18%	-1%	-14%	4	-3%
CCc1c(C)nc2[nH]nc(NC(=O)C(F)(F)F)n2c1=O	-8%	-14%	16µM*	u	89µM*	7%	3%	-1	0%
COCCSc1nnc(NC(=O)C2CC(=O)N(C3CCCC3)C2)s1 (stereo not drawn)	i	14%[57 µM]	7%[59 µM]	1%	-8%	-3%	1%	-1	-14%
CC(OC(=O)c1oc2ccccc2c1COc1ccccc1)C(N)=O (stereo not drawn)	2%	36%	5%	18%	3%	-2%	-11%	1	6%
Cc1onc(COc2ccccc2O)c1Br	3%	61%[activator]	13%[2.33 µM]	-5%	-2%[57.1 µM]	21%	-23%	6	-6%
O=c1[nH]c(-c2ccccc2)ncc1Oc1ccccc1	-4%	25%	x	x	-20%	1%	31%[activator]	-2	7%
CCN(C(=O)C1CCCN(c2nc(-c3ccc(OC)cc3)no2)C1)c1ccccc1F (stereo not drawn)	-3%	30%	-3%	-34%	-23%	0%	u	0	0%
CCOc1ccc(NC(=O)Cc2c(C(=O)O)n(C)c3ccccc23)cc1	-3%	9%	-30%	-22%	-14%	u	-2%	4	-4%
CC(=O)c1ccc(NC(=O)CC(NCCC2=CCCCC2)C(=O)O)cc1 (stereo not drawn)	-3%	-15%	u	-6%	13µM*	4%	-7%	5	3%
CCc1ccc(N2CC34C=CC(O3)C(C(=O)OC(C)C)C4C2=O)cc1 (stereo not drawn)	2%	60%[activator]	16%[59 µM]	-1%	-12%	-5%	-18%	-4	6%
Cc1ccc(/C=C/C(=O)Nn2cnnc2)cc1	i	-11%	-6%[59 µM]	8%	-8%	3%	-12%	5	7%
Cc1ccc(NC(=O)CSc2nc3nccnc3c(=O)n2CCc2c[nH]c3ccccc23)cc1C	2%	11%	4%[59 µM]	0%	-20%	7%	-5%	-5	1%
Cc1cc(C)c2[nH]c(=O)c(CN(CC3CCCO3)C(=S)NCc3ccco3)cc2c1 (stereo not drawn)	i	10%	22%[59 µM]	15%	-11%	-4%	-8%	-2	2%
Nc1cc(N)nc(SCc2ccccc2)n1	-9%	37%	2%[12.7 µM]	-2%	-3%	-2%	-10%	24	1%
CCCOc1ccc(/C(O)=C2/C(=O)C(=O)N(CCCn3ccnc3)C2c2cccs2)cc1 (stereo not drawn)	-6%	60%[activator]	u	-9%	0%	-5%	-21%	2	-1%
Nc1nnc(SCC(=O)Nc2cccc(S(=O)(=O)N3CCCCC3)c2)s1	4%	30%	u	2%	-18%	-1%	1%	-1	-2%
Cc1ccc(CNCC(=O)Nc2cccc(S(=O)(=O)NC3=NCCCCC3)c2)cc1	0%	u	40µM*	u	7.9µM*	0%	-16%	-1	6%
CN(CC1CCCN(CCc2ccc(Cl)cc2)C1)C(=O)CC(F)(F)F (stereo not drawn)	6%	39%[activator]	44%	7%	-1%	-9%	-26%	3	-1%
COC(=O)CSc1nnc(C)n1-c1ccc(C)cc1	11%	25%	-50%[59 µM]	-3%	-1%	4%	4%	0	4%
O=C(Cc1ccccc1)N1CCN(S(=O)(=O)c2ccc([N+](=O)[O-])cc2)CC1	-4%	23%	0%	-22%	-15%	5%	-1%	-1	-3%
CC(=O)Nc1ccc(NC(=O)CCn2cnnn2)cc1	5%	18%	7%	-1%	5%	-4%	-17%	2	0%
CCn1ncc([N+](=O)[O-])c1C(=O)Nc1ccc(C(=O)N2CCCCC2)cc1	1%	20%	21%	1%	-3%	0%	-13%	-2	0%
C[C@H]([C@H](O)c1ccccc1)N(C)C(=O)CN	-2%	31%	x	-7%[57.1 µM]	-4%	-8%	-21%	2	-2%

Assay outcomes from PubChem BioAssay.
